CHRM4 antagonist – antagonists of human muscarinic M4 receptor (CHRM4). P08173. CHO-hM4 cells, ACh EC80, Fluo-8 calcium fluorescence. inhibition, % at 3 µM. 0.73% of 360,000 active;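 active = inhibition above its plate's cutoff, the mean inhibition of sample wells plus 3 SD, cut at about 27% in these data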;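 note: 0% = acetylcholine EC80 with DMSO and 100% = DMSO without agonist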
OXTR potentiate – human OXTR potentiation; 0.061% of 320,000 active; AID 2445; activation, % at 3 µM; CHO-OTR cells, Fluo-8 calcium fluorescence, potentiator mode; 0% = oxytocin EC15, 100% = EC100;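 active = activation above that plate's cutoff, the mean activation of tested compounds plus 3 SD, cut at about 6.6% in these data, passing the limit was not always enough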;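 note: 100% uses oxytocin at 75 nM as the full agonist control; some results filed as inactive read as strong as hits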
Target sequence (P30559 whole entry, looked up): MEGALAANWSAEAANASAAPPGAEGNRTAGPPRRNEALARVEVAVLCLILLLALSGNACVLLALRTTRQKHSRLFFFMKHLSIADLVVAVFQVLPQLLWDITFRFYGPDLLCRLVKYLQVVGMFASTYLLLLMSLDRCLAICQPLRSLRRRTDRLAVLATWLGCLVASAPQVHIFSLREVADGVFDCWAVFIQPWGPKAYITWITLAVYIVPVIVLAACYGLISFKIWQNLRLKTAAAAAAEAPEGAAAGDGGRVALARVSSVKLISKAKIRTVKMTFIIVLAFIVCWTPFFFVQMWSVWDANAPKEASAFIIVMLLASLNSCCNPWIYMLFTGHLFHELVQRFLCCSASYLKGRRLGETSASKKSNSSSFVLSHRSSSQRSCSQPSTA
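Assay system: CHO-OTR cells, human receptor / Also added: oxytocin at about EC15, sub-maximal agonist stimulus / Dosing: single dose, 3.0 µM nominal final compound concentration / Incubation: 6 min pre-incubation, 100 s read / Technique: Fluo-8 calcium dye fluorescence / Read-out: % activation vs EC15 and EC100 oxytocin / Benchmarks: EC15 oxytocin low, 75 nM oxytocin high / Replicates: singlicate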
CHO-K1 Ca ag – M1 agonist counterscreen hit in parental CHO-K1 cells; Fluo-8 calcium fluorescence; scaled to maximal ATP response, vehicle zero; activation, % at 3 µM; 0.48% of 360,000 active; in the data active = activation above about 15%;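 note: untransfected CHO-K1 host cells lacking M1 receptor as counterscreen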
M4 ag – CHRM4 agonism in calcium assay. P08173. CHO-K1 hM4/Gqi5, Fluo-8 calcium fluorescence; vehicle 0%, full acetylcholine response 100%. activation, % at 3 µM. 0.14% of 360,000 active. AID 624127;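 active = activation above the run mean over all test wells plus 3 SD, cut at about 32% in these data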;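 note: peak over basal fluorescence ratio per well then scaled between controls; 0% = DMSO wells and 100% = acetylcholine at EC100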
CHRM1 PAM – positive allosteric modulators of human M1 muscarinic receptor; P11229; activation, % at 3 µM; 0.088% of 360,000 active; CHO-K1 hM1, Fluo-8 calcium fluorescence, ACh EC20; 0% = ACh EC20, 100% = maximal ACh; in the data active = activation above about 19%, passing the limit was not always enough
Target sequence (P11229 whole entry, looked up): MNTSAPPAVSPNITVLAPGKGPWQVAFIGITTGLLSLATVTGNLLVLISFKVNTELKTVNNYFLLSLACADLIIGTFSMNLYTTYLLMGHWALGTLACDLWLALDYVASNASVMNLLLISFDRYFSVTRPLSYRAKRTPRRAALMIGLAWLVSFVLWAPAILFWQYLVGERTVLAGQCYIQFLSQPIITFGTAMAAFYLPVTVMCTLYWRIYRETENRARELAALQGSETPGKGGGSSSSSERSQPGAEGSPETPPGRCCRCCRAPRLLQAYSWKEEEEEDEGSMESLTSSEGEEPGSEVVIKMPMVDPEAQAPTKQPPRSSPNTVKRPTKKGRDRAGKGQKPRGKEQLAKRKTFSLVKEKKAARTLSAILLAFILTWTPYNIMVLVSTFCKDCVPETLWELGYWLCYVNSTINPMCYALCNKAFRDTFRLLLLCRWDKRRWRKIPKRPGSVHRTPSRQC
CHO parental Ca – counter-screen for OX1R antagonists: effect in parental CHO cells; parental CHO-K1, ATP-induced calcium, Fluo-8 fluorescence; AID 463079; 0.63% of 330,000 active; inhibition, % at 5.6 µM;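 active = inhibition above that plate's mean sample inhibition plus 3 SD, cut at about 26% in these data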;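 note: 0% = ATP-challenged DMSO wells and 100% = DMSO wells without ATP; some compounds past the cut are filed as inactive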
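Test system: untransfected parental CHO cell line. Compound: one dose, 5.6 µM nominal. Detection: intracellular calcium via Fluo-8 no-wash fluorescent dye. Measure: % inhibition. Benchmarks: ATP-challenged DMSO wells low, unchallenged DMSO wells high.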
CHO-K1 Ca antag – M1 antagonist counterscreen hit in parental CHO-K1 cells; ATP-induced calcium, Fluo-8 fluorescence; inhibition, % at 3 µM; 0.6% of 360,000 active; AID 602250;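 active = inhibition above a per-plate cutoff, the plate's mean sample inhibition plus 3 SD, cut at about 24% in these data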;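 note: 0% = DMSO plus EC80 ATP and 100% = DMSO alone without ATP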
M1 antag – antagonists of human M1 muscarinic receptor; inhibition, % at 3 µM; AID 588852; P11229; CHO-K1 hM1, Fluo-8 calcium fluorescence, ACh EC80 antagonist; 1.3% of 360,000 active;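 active = percent inhibition above its own plate's cutoff, namely the mean of that plate's compound wells plus 3 SD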;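 note: peak over basal fluorescence ratio during 140 s after agonist addition; 0% = ACh EC80 plus DMSO and 100% = DMSO alone without agonist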
CHRM1 agonist – human M1 muscarinic receptor agonism; P11229; CHO-K1 hM1, Fluo-8 calcium fluorescence, agonist mode; 0% DMSO, 100% acetylcholine EC100; activation, % at 3 µM; 0.33% of 360,000 active;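 active = activation above the run's mean compound activation plus 3 SD, cut at about 16% in these data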;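 note: peak over basal fluorescence ratio within a 140 s kinetic read after compound addition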
Starred values were filed as active, the others as inactive; . = no result given; & = joins results of further samples.

SMILES	CHRM4 antagonist	OXTR potentiate	CHO-K1 Ca ag	M4 ag	CHRM1 PAM	CHO parental Ca	CHO-K1 Ca antag	M1 antag	CHRM1 agonist
N/C(=N\O)c1ccc(NC(=O)c2ccc(Br)o2)cc1	6	1	0.0	2	4	-10	-8	-6	-1
CN(Cc1ccco1)S(=O)(=O)c1nnc(NC(=O)c2ccccc2Cl)s1	-1	-6	1.2	2	5	-5	-10	-5	1
CC(C)[C@H](NS(=O)(=O)c1ccccc1F)C(=O)NC1CCCCC1	-9	-3	0.8	0	8	-11	-15	-3	-3
CC1(C)C/C(=N\NC(=S)Nc2ccccc2F)c2cc(O)ccc2O1	-6	-16	0.9	2	10	-1	-14	-2	-10
Cc1cccnc1NC(=O)COc1ccc2oc3c(c2c1)CCCC3	-9	-10	1.4	3	10	-3	-13	-10	-4
COc1ccc(Cl)cc1NC(=O)CN(C)C(=O)CSc1ccc2c(c1)OCCO2	-5	-6	2.8	5	-2	-14	-7	3	-1
Cn1cnc(S(=O)(=O)N2CCN(c3ccccc3)CC2)c1	-6	5	1.4	1	2	-1	-12	-1	-3
O=C(NCC1CC1)c1ccc(Oc2cc(Cl)cc(Cl)c2)o1	-11	0	0.5	-1	-29	-24	-13	-16	-5
CC(C)(C)S(=O)(=O)c1c(C(=O)O)cccc1C(=O)O	-2	-5	0.2	0	10	-9	1	-14	-3
COc1cccc(NC(=S)N(Cc2ccco2)C(C)c2ccco2)c1 (stereo not given)	7	-2	1.3	0	7	-2	-5	-5	-7
O=S(=O)(Nc1nnc(C(F)(F)F)s1)c1ccc(Cl)cc1	1	-3	-0.1	0	8	1	4	-3	-3
COc1cccc(NC(=S)NCc2cccnc2)c1	7	-2	0.0	1	1	2	3	3	-5
O=C(Cc1ccc([N+](=O)[O-])cc1)OCc1c(F)cccc1Cl	17	-1	0.4	-2	10	2	-14	-13	-5
CCOC(=O)CNC(=O)N1CCCC(N(C)CCc2ccccc2)C1 (stereo not given)	-4	2	0.0	0	-3	-13	-5	-6	5
Cc1ccc(NC(=O)COC(=O)c2ccc3c(c2)OCCO3)cc1	-17	-6	3.1	3	1	-13	-26	-11	-5
COc1ccc(OC)c(C2C(C(N)=O)=C(C)Nc3nc(-c4cccc(Cl)c4)nn32)c1 (stereo not given)	9	-5	-0.1	1	-1	-20	0	14	0
O=C(c1ccc(CS(=O)(=O)c2ccccc2)o1)N1CCOCC1	-12	1	0.3	1	11	-1	-2	-20	0
COC(=O)c1sccc1NC(=O)CCC1CCCCC1	3	-11	0.3	-1	3	-8	-18	-8	-4
O=C(NC(Nc1nc2ccc([N+](=O)[O-])cc2s1)(C(F)(F)F)C(F)(F)F)c1ccccc1	1	-21	8.8	14	4	38	7	16	8
COc1cc(/C=C/C(=O)O)cc(S(=O)(=O)NCCCC(=O)O)c1OC	8	1	0.3	0	4	-3	-2	-3	-7
CCOC(=O)CNc1ncc(C(F)(F)F)cc1Cl	1	-4	0.3	3	-9	7	-3	7	-7
Cc1ccc(F)c(NC(=O)CCOc2ccccc2C)c1	-5	-12	-0.3	3	1	-13	-12	-11	-2
CC(=O)Nc1ccc(S(=O)(=O)N2CCN(C(=O)c3ncoc3-c3ccccc3)CC2)cc1	-13	.	1.6	5	-3	.	-4	-1	-6
CCCCN(C(=O)C1CCCC1)c1c(N)n(Cc2ccccc2)c(=O)[nH]c1=O	-2	6	0.1	0	2	-11	-7	4	-3
CC(C)C(OC(=O)CCCC(=O)Nc1nccs1)C(=O)NC1CCCCC1 (stereo not given)	-2	-10	-0.5	0	8	-6	-11	-10	-6

Single records, as listed above. Order of values: CHRM4 antagonist | OXTR potentiate | CHO-K1 Ca ag | M4 ag | CHRM1 PAM | CHO parental Ca | CHO-K1 Ca antag | M1 antag | CHRM1 agonist
CC(=O)Nc1ccc(S(=O)(=O)N2CCN(C(=O)c3ncoc3-c3ccccc3)CC2)cc1 across the screens: -13 | . | 1.6 | 5 | -3 | . | -4 | -1 | -6
O=C(Cc1ccc([N+](=O)[O-])cc1)OCc1c(F)cccc1Cl across the screens: 17 | -1 | 0.4 | -2 | 10 | 2 | -14 | -13 | -5
CCCCN(C(=O)C1CCCC1)c1c(N)n(Cc2ccccc2)c(=O)[nH]c1=O across the screens: -2 | 6 | 0.1 | 0 | 2 | -11 | -7 | 4 | -3
CN(Cc1ccco1)S(=O)(=O)c1nnc(NC(=O)c2ccccc2Cl)s1 across the screens: -1 | -6 | 1.2 | 2 | 5 | -5 | -10 | -5 | 1
CC(C)(C)S(=O)(=O)c1c(C(=O)O)cccc1C(=O)O across the screens: -2 | -5 | 0.2 | 0 | 10 | -9 | 1 | -14 | -3

The list continues:
SMILES	CHRM4 antagonist	OXTR potentiate	CHO-K1 Ca ag	M4 ag	CHRM1 PAM	CHO parental Ca	CHO-K1 Ca antag	M1 antag	CHRM1 agonist
O=[N+]([O-])c1ccc(NS(=O)(=O)c2ccccc2)c(Cl)c1	-14	.	12	12	-3	.	-22	-9	6
CCCCCCSc1ccc(-c2nc3ccc(C)cn3c2NCc2ccccc2)cc1	-6&-9	-11	0.1&0.9	1&0	4	-23	-8&-10	4	-3
CCC(C(=O)Oc1c(C(C)C)cccc1C(C)C)c1ccccc1 (stereo not given)	5	4	0.2	1	7	-7	2	0	-7
CN(Cc1cccc(Cl)c1Cl)C(=O)CCNC(=O)c1ccco1	-10	0	-0.6	2	0	-19	0	3	-2
COc1ccc(C(=O)N2CCCCC2C(=O)Nc2ccc(-n3nc(C)cc3C)cc2)o1 (stereo not given)	-8	-1	2.2	3	4	-17	1	-2	-3
COc1ccc(C)cc1S(=O)(=O)N1CCCC(C(=O)NCC2CCCO2)C1 (stereo not given)	-8	3	0.5	1	0	-10	-3	4	-4
COc1ccccc1NC(=O)N1CCN(c2ncccn2)CC1	3	-6	0.6	1	7	-14	-7	-14	-2
COc1ccc(-c2[nH]c3ccccc3c2SCCNC(=O)c2cc3ccccc3oc2=O)cc1	-2	-5	1.8	9	4	-9	-8	-3	0
Cc1noc(C(C)C)c1C(=O)Nc1ccc(-c2nnc3n2CCCCC3)cc1	18	2	0.1	1	-16	-8	-9	33*	-9
CC(=O)c1ccc(S(=O)(=O)Nc2ccc(C(=O)NCC(c3ccccc3)N(C)C)cc2)cc1 (stereo not given)	-3	-14	0.2	1	-15	-3	3	16	-9
O=C(NCc1ccccc1)c1cc(C2CCCCN2S(=O)(=O)c2ccccc2)on1 (stereo not given)	-19	.	-0.4	5	-1	.	1	-5	-4
CC(C)OC(=O)CSc1nnc(-c2ccncc2)n1N	4	-16	0.6	1	4	-12	-6	1	-3
Cc1ccc(S(=O)(=O)N(CC(=O)Nc2cccc([N+](=O)[O-])c2)C(=O)N2CCN(C)CC2)cc1	-14	.	0.2	0	7	.	-3	-6	-2
COc1ccc(C(N)c2csc(Nc3ccc(C(F)(F)F)cn3)n2)cc1 (stereo not given)	2	.	0.3	12	6	.	19	-3	0
O=c1c(-c2nnc(SCc3ccc(Cl)cc3)o2)cccn1Cc1ccccc1	-2	-3	2.7	2	-4	2	8	4	-6
Cc1ccc(S(=O)(=O)NCCC(=O)OCc2ccc([N+](=O)[O-])cc2)cc1C	4	-19	7.0	10	-7	41*	-1	10	2
COc1ccc(C#Cc2ccc3c(c2)O[C@H](CN(C)S(=O)(=O)c2ccccc2F)[C@H](C)CN([C@H](C)CO)S3(=O)=O)cc1	-1	.	0.4	3	3	.	18	2	0
CCCCOc1ccc(/C=C(\C#N)C(=O)NC2CC2)cc1	1	-10	12	9	-3	-16	0	1	-1
Cc1nc(Nc2nc(-c3ccccc3)cc(=O)[nH]2)nc2ccccc12	0	-4	0.9	4	-5	-29	-1	-24	-7
C=C(C)CCC(C)N1CCC(n2nccc2NC(=O)CCCc2ccccc2)CC1 (stereo not given)	6	-9	6.4	2	0	-38	-14	0	-3
Cc1cc(S(=O)(=O)Nc2ccc(C(=O)NCC3CCCO3)cc2)ccc1F (stereo not given)	-4	0	0.2	1	1	-8	-14	-5	0
Cn1cc(/C=C2/SC(=O)N(c3ccccc3)C2=O)c2ccccc21	14	2	0.9	1	10	-13	-5	-3	-5
Cc1ccc2c(c1)c1c3n2CCN(CC(O)CNC(C)C)C3CCC1 (stereo not given)	5	-14	0.9	3	4	-17	-12	-9	-7
CCCCCCC(=O)N1C/C=C\C(c2ccc(OC)cc2)N(Cc2ccc(F)cc2)C(=O)C1 (stereo not given)	0	-14	0.1	8	-14	-2	-7	14	-2
CCOC(=O)c1cc(NC(=O)c2cc(C)on2)cc(C(=O)OCC)c1	-8	-1	-0.2	0	5	-15	-14	-5	-5

In another format: entries from further up
canonical_smiles | CHRM4 antagonist | OXTR potentiate | CHO-K1 Ca ag | M4 ag | CHRM1 PAM | CHO parental Ca | CHO-K1 Ca antag | M1 antag | CHRM1 agonist
O=[N+]([O-])c1ccc(NS(=O)(=O)c2ccccc2)c(Cl)c1 | -14 | . | 12 | 12 | -3 | . | -22 | -9 | 6
CCCCCCSc1ccc(-c2nc3ccc(C)cn3c2NCc2ccccc2)cc1 | -6&-9 | -11 | 0.1&0.9 | 1&0 | 4 | -23 | -8&-10 | 4 | -3
CCC(C(=O)Oc1c(C(C)C)cccc1C(C)C)c1ccccc1 (stereo not given) | 5 | 4 | 0.2 | 1 | 7 | -7 | 2 | 0 | -7

Further records follow.
SMILES	CHRM4 antagonist	OXTR potentiate	CHO-K1 Ca ag	M4 ag	CHRM1 PAM	CHO parental Ca	CHO-K1 Ca antag	M1 antag	CHRM1 agonist
COc1cc(C(=O)NC2CCN(C)CC2)ccc1Nc1ncc2c(n1)N(Cc1ccccc1)CCC(=O)N2C	-6	.	0.7	1	9	.	-13	-14	-8
COc1ccc(CCC(C)NCC2CCCCC2)cc1 (stereo not given)	0	-11	1.0	4	-17	-22	-3	12	-8
COc1ccc(C(=O)OCC(=O)NCc2ccccc2)c(OC)c1OC	-3	2	4.5	1	4	-11	-2	1	-5
COc1ccc(-n2c(SCC(=O)C(C)(C)C)nc3c(sc(=S)n3-c3ccccc3)c2=O)c(OC)c1	22	-12	0.5	-1	-10	0	-22	18	-7
CCCCNC(=S)NCc1ccc2c(c1)cc(C)n2C	5	-7	0.3	1	-4	-14	3	1	-9
CSc1ccc(NC(=O)NCCCN2CCC(Cc3ccccc3)CC2)cc1	-3	-22	8.8	8	-1	2	11	-1	-1
CCOC(=O)Cc1cc(C)[nH]c1C(=O)OCC	-16	-1	0.1	1	-1	-7	-5	-1	-8
CCOC(=O)CSc1nnc(-c2cc(OC)c(OC)c(OC)c2)o1	7	-3	1.3	3	5	-13	-16	1	-3
